# Screening results from PubChem BioAssay.
# ARFGAP1 inh – inhibitors of rat ARFGAP1; actives 0.26% (n = 360,000); inhibition, % at 16.5 µM; AID 651572; Arfgap1-stimulated ARF1 GTP hydrolysis, GDP FP detection;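 active means inhibition above a per-plate limit, mean inhibition of low control wells plus 3 SD, cut at about 25% in these data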;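 further: 0% = DMSO wells with enzyme and 100% = wells lacking Arfgap1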
# Target sequence (Q62848 1-136 limits assumed): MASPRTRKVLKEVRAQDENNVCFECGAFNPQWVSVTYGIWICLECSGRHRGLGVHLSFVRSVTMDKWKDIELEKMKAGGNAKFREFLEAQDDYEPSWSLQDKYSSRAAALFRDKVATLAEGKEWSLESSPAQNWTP
#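 Material: rat Arfgap1 catalytic domain, aa 1-136; also added: human ARF1(Δ1-17)-GTP substrate; compound dosing: one concentration, 16.5 µM, DMSO 1.26%; incubation: GTP hydrolysis reaction 2 h at 25 °C; measured by: Tracer-displacement fluorescence polarization with EDTA stop, 620/688 nm; evaluation: % inhibition from polarization; repeats: one replicate per compound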
# PLCg1 inh – PLC-gamma1 (human) inhibition, primary screen; AID 720700; actives 0.84% (n = 370,000); P19174; purified PLC-gamma1, fluorogenic substrate, fluorescence; inhibition, % at 12.2 µM; in the data active means inhibition above about 9.5%
# KLK7 zymogen act – activates the human kallikrein-7 zymogen; actives 0.9% (n = 370,000); purified proKLK7, EDANS-DABCYL substrate fluorescence; 100% is mature enzyme control, 0% vehicle; activation, % at 7 µM;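 active means activation above the mean of all tested compounds plus 3 SD, computed per campaign excluding outliers beyond control limits, cut at about 13% in these data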
# Target sequence (P49862 whole entry, looked up): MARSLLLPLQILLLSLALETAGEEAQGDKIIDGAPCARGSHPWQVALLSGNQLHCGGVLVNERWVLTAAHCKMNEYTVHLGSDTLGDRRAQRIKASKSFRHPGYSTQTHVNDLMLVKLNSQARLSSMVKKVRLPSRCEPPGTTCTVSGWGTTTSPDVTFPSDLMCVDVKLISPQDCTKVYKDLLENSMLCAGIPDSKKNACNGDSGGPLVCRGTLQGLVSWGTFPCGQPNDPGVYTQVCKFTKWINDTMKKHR
# HGIII-sPLA2 inh – Inhibits HGIII-sPLA2 liposome hydrolysis, primary screen; QFRET BODIPY PC-A2 liposome hydrolysis, fluorescence; actives 0.56% (n = 370,000); Q9NZ20; inhibition, % at 12.2 µM;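 active means inhibition above mean plus 3 SD of compounds lying within the high and low control bounds, cut at about 19% in these data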;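 further: 0% = median of test compound wells and 100% = no enzyme DMSO wells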
# Target sequence (Q9NZ20 whole entry, looked up): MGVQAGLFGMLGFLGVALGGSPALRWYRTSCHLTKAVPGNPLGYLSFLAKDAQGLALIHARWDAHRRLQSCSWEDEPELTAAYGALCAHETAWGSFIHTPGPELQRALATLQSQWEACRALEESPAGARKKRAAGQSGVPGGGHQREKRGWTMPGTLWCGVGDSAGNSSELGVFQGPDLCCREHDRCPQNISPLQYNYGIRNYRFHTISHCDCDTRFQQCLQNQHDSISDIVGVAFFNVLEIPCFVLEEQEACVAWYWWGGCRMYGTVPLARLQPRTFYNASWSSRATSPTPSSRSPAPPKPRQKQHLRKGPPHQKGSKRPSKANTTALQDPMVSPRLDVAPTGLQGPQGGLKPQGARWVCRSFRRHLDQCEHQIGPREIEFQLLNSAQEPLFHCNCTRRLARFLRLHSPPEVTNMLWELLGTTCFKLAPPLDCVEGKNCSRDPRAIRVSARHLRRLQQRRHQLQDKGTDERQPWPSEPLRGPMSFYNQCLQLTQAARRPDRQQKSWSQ
# PLCb3 inh – inhibitors of human phospholipase C beta3 | Q01970 | Purified PLC-beta3, fluorogenic substrate, fluorescence | inhibition, % at 12.2 µM | actives 0.18% (n = 370,000); in the data active means inhibition above about 11%;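 further: 0% = median of compound wells on plate and 100% = full blocker control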
# UHRF1 MBD2 ctr – human UHRF1 methylated DNA binding inhibitors | UHRF1 binding to methylated oligo, TR-FRET | inhibition, % at 4.4 µM | actives 0.75% (n = 370,000) | AID 687016; in the data active means inhibition above about 21%;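 further: UHRF1 SRA domain binding a hemimethylated CpG hairpin DNA probe; 0% = median of test compound wells and 100% = reference inhibitor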
# DDE Tn7 FP inh – DD(E)-Tn7 binding inhibition, primary FP screen; FP displacement of FITC-Tn7 peptide from fibrin DD(E); 0% = median of compound wells per plate; inhibition, % at 8.3 µM; actives 0.13% (n = 370,000);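 active means inhibition above the mean of compounds falling within the control limits plus 3 SD of them, cut at about 14% in these data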;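 further: 0% = plate median of compound wells and 100% = 10 µM Aha-Tn7 peptide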
#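 system = human fibrin DD(E) protein | quantity = DD(E) 2 µM final | medium = Tris/NaCl/CaCl2 buffer, pH 7.8 | also added = labelled Tn7 tracer, 0.1 µM | compound dosing = single point at 8.3 µM | timing = compound with protein 10 min, then 3 h after probe, room temperature | signal = FP measurement | benchmarks = Aha-Tn7 high control | repeats = one replicate per compound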
# Tn6 DDE FP – inhibitors of Tn6 peptide binding to human fibrin DD(E). P02675. Fibrin DD(E) TRITC-Tn6 fluorescence polarization displacement. inhibition, % at 8.3 µM. actives 0.21% (n = 370,000). AID 720509;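 active means inhibition above a per-campaign cutoff: mean of compounds within control limits plus 3 SD, cut at about 15% in these data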;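 further: 0% = median of all compound wells on the plate and 100% = blocking peptide control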
# Rev-erbA mod – Rev-erb alpha (human) modulation | Rev-erbα–FITC-DNA binding, fluorescence polarization, 90 min | activity, % at 10 µM | P20393 | actives 0.79% (n = 370,000);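 active means activity above about 14%, limit read from the data; passing the limit was not always enough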;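 further: 0% = DMSO wells with 35 nM protein and 100% = DMSO wells with 750 nM protein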
# ASAP1 inh – blocks human ASAP1-stimulated Arf1 GTP hydrolysis | GDP FP detection | Q9ULH1 | inhibition, % at 16.5 µM | actives 0.19% (n = 360,000); in the data active means inhibition above about 25%;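 further: 0% = vehicle with enzyme and substrate and 100% = no enzyme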
# The depositor's hits bear a star.
item	molecule	ARFGAP1 inh	PLCg1 inh	KLK7 zymogen act	HGIII-sPLA2 inh	PLCb3 inh
1	O=C(Nc1ccccc1C(=O)N1CCCC1)C1COc2ccccc2O1 (stereo not given)	-3	-1	-0.2	1	-2
2	CC(C)(C)OC(=O)N1CCC(CC2CC(c3cccc(Br)c3)=NO2)(C(=O)NCC2CCCCC2)CC1 (stereo not given)	1	3	0.6	-2	-3
3	CC(=O)Nc1ccc(S(=O)(=O)Nc2ccn(Cc3ccccc3Cl)n2)cc1	1	0	0.2	-11	2
4	CCOC(=O)Cn1c(=O)oc2cc(S(=O)(=O)N3CCN(C(=O)c4ccco4)CC3)ccc21	-1	3	0.4	-1	4
5	Cn1ccnc1C(=O)c1ccc(S(=O)(=O)N2CCCC2)cc1	-3	-2	0.2	2	5
6	CCCc1cc(=O)[nH]c(Nc2ccc(OC)c(Cl)c2)n1	0	-6	-0.2	-2	-1
7	c1ccc(CCc2nn3c(Cc4ccccc4)nnc3s2)cc1	3	3	0.0	3	5
8	O=S(=O)([N-]c1nc2ccccc2nc1-[n+]1ccccc1)c1ccc(Cl)cc1	4	-4	0.8	-2	-6
9	Cc1cc(C)nc(NS(=O)(=O)c2ccc(NS(=O)(=O)c3ccccc3)cc2)n1	-2	-2	0.9	-11	-2
10	COC(=O)c1ccc(CNC(=O)COC(=O)C2CCC(C(C)(C)C)CC2)cc1 (stereo not given)	-5	2	0.7	-3	-51
11	COc1ccc(C2CC(=O)c3cnc(N4CCN(Cc5ccccc5)CC4)nc3C2)cc1 (stereo not given)	-2	-2	0.6	-4	-6
12	OC(c1ccccn1)c1c[nH]c2ccccc12 (stereo not given)	-10	-55	-0.1	-7	-59

item	UHRF1 MBD2 ctr	DDE Tn7 FP inh	Tn6 DDE FP	Rev-erbA mod	ASAP1 inh
1	-2	-5	-5	-2	-7
2	-3	-4	-3	-2	8
3	4	-6	0	15*	2
4	2	0	-4	-3	-17
5	-1	-1	3	-1	-10
6	0	0	7	-2	-3
7	4	-9	-8	-1	7
8	-4	7	12	1	2
9	-2	2	-1	-4	-14
10	-2	-1	1	5	-14
11	-4	6	6	-1	-2
12	4	-2	1	-5	-11

# Values in list order from above:
# ASAP1 inh for entries 5 to 12, in order: -10, -3, 7, 2, -14, -14, -2, -11
# PLCg1 inh for entries 5 to 12, in order: -2, -6, 3, -4, -2, 2, -2, -55
# Rev-erbA mod for entries 5 to 12, in order: -1, -2, -1, 1, -4, 5, -1, -5

# Later entries
item	molecule	ARFGAP1 inh	PLCg1 inh	KLK7 zymogen act	HGIII-sPLA2 inh	PLCb3 inh
13	COc1cc(-c2cc(NC(C)=O)c3ncc(-c4cc(OC)c(OC)c(OC)c4)n3c2)cc(OC)c1OC	-6	-96	-3.9	5	-134
14	CC(=O)c1sc(NC(=O)COc2ccc(C)c(C)c2)nc1C	7	-1	-0.5	3	-1
15	CCOC(=O)CNC(=O)N1CCc2ccc(NC(=O)c3ccccc3Cl)cc2C1	-5	3	-0.1	6	-7
16	CCCCN(C(=O)NCCCCCCNC(=O)N(CCCC)C1CCS(=O)(=O)C1)C1CCS(=O)(=O)C1 (stereo not given)	9	1	0.0	0	-2
17	CC(=O)C1=C(O)C(=O)N(C)C1c1ccccc1F (stereo not given)	-5	-3	0.0	-7	-1
18	Cn1c(=O)c2c(nc(NN=C3CCCCC3)n2C)n(C)c1=O	4	3	-0.5	3	-3
19	O=C(Nc1cccc(-c2ccc(N3CCOCC3)nn2)c1)c1ccccc1Cl	7	-1	-2.7	4	-6
20	CC(=O)NS(=O)(=O)c1ccc(NC(=O)CSc2ccccc2)cc1	6	0	0.3	-2	-5
21	CCN(CC(=O)NC1CCCCCC1)S(=O)(=O)c1ccccc1	-8	-1	-0.2	0	-1
22	COC(=O)c1cc(=O)nc2sc3cc(OC)ccc3n12	8	-354	29*	10	-470
23	O=C(NNc1cc(N2CCCC2)nc(N2CCCC2)n1)c1ccc([N+](=O)[O-])cc1	-1	0	-0.6	13	-6
24	CCNC(=O)C1CC(=O)OC12CCCCC2 (stereo not given)	-4	-2	-0.6	10	-1

item	UHRF1 MBD2 ctr	DDE Tn7 FP inh	Tn6 DDE FP	Rev-erbA mod	ASAP1 inh
13	-2	8	8	1	13
14	1	6	-1	-2	15
15	-2	4	-7	8	-4
16	-2	11	1	4	-27
17	-5	0	8	-3	-2
18	0	-1	-5	-2	-7
19	1	3	7	2	-7
20	-3	-4	2	0	-2
21	2	1	1	1	-5
22	3	3	2	1	2
23	-6	0	-6	-1	-4
24	5	-4	2	-6	4

# Other structures follow:
item	molecule	ARFGAP1 inh	PLCg1 inh	KLK7 zymogen act	HGIII-sPLA2 inh	PLCb3 inh
25	COc1ccc(N2CC(C(=O)Nc3c4c(nn3-c3ccc(OC)cc3)CS(=O)(=O)C4)CC2=O)cc1 (stereo not given)	-1	-1	0.1	4	-2
26	O=C(NNC(=O)c1ccccc1-n1cccc1)c1ccc(Cl)c(Cl)c1	5	-3	-0.2	1	0
27	CN(CCN1CCOCC1)C(=O)c1cc(COc2ccc(F)c(F)c2)on1	-4	0	-0.3	5	0
28	Cc1cn([C@H]2C[C@H](O)[C@@H](CNCc3ccccc3OCCCN3CCOCC3)O2)c(=O)[nH]c1=O	14	4	0.4	3	6
29	CCN(CC)c1ccc(S(=O)(=O)N2CCOCC2)cc1NC(=O)CSC(=S)N1CCCC1	-10	6	0.7	-10	-3
30	COC(=O)c1c(-c2ccc(C)cc2)csc1NC(=O)C1CC=CCC1C(=O)O (stereo not given)	-8	-5	0.8	-5	-6
31	CN(C(=O)CSc1n[nH]c(N)n1)C1CCCCC1	23	4	0.0	5	-4
32	Cc1ccc(NC(=O)CSc2nc(O)c(Cc3ccccc3)c(=O)n2-c2ccccc2)cc1	-4	0	0.2	1	-5
33	Fc1ccc(-c2ccc(CNCc3ccccn3)o2)cc1	0	0	0.7	-1	-1
34	O=C1CCN(Cc2ccccc2)C=C1c1ccc(Cl)cc1	14	-5	-0.4	4	2
35	CCOC(=O)Cc1c(-c2cccc(Br)c2)nc2c3ccccc3ccn12	5	-41	-7.7	4	-63
36	Cn1c(=O)n(C)c2cc(C(=O)Nc3ccc4c(c3)OCO4)ccc21	-4	1	0.2	2	-1

item	UHRF1 MBD2 ctr	DDE Tn7 FP inh	Tn6 DDE FP	Rev-erbA mod	ASAP1 inh
25	-2	0	2	-2	1
26	1	0	2	-1	2
27	-2	-4	1	-4	-1
28	1	-9	1	7	-9
29	2	-5	0	0	1
30	1	-1	-2	4	-10
31	-1	-9	-8	-1	-3
32	20	-1	-7	2	9
33	-2	-5	8	-2	-7
34	-2	7	2	2	-1
35	16	-8	3	-1	2
36	-1	2	2	3	-11

# Later entries
item	molecule	ARFGAP1 inh	PLCg1 inh	KLK7 zymogen act	HGIII-sPLA2 inh	PLCb3 inh
37	COCCC(=O)NC1CCCc2c1cnn2-c1cccc(C)c1C (stereo not given)	13	2	0.1	14	-6
38	Cc1cc(C)c2nc(N3CCC(C(=O)N4CCN(C(=O)c5ccco5)CC4)CC3)sc2c1	8	0	-0.2	-7	2
39	COc1cccc(NC(=O)C2CCN(S(=O)(=O)c3ccc4c(c3)NC(=O)CO4)CC2)c1	6	6	0.8	-11	-3
40	COc1ccc(NC(=O)CSCC(=O)Nc2cccc(S(=O)(=O)N3CCCCCC3)c2)cc1	7	1	0.1	-16	3
41	CCC1CCCCN1C(=O)CCc1nnc(Cc2cc(OC)ccc2OC)o1 (stereo not given)	12	-2	0.7	-4	-5
42	COC(=O)C1CCN(C2CN(Cc3ccc(C)cc3)S(=O)(=O)C2)CC1 (stereo not given)	4	0	0.3	12	0
43	CSc1nc(Oc2ccc(F)cc2F)cc(C(F)(F)F)n1	-12	5	0.2	1	8
44	Cc1ccccc1N1CCN(CCC(=O)Nc2ccc(F)cc2)CC1	0	3	-0.1	-3	-6
45	COc1ccccc1-c1c(NC(=O)c2ccco2)n(C)c2ccccc2c1=O	7	3	-0.5	1	-6
46	N#CCCn1nc2c(c1N)CCC2	1	-3	0.3	4	4
47	CC(C)N(Cc1ccccc1)C(=O)CN1C(=O)NC(Cc2ccccc2)(c2ccccc2)C1=O (stereo not given)	-4	2	-0.4	-8	-4
48	CN(C)CCCNc1nc2cc(-c3ccccc3CO)sc2c(=O)n1C	-10	3	-0.1	-2	1

item	UHRF1 MBD2 ctr	DDE Tn7 FP inh	Tn6 DDE FP	Rev-erbA mod	ASAP1 inh
37	0	-5	-3	-1	-10
38	3	1	-6	4	-1
39	0	-8	2	2	12
40	-1	0	0	1	-11
41	-2	-2	1	-1	13
42	1	-4	5	2	7
43	4	0	1	-4	-15
44	-3	8	0	-6	-20
45	1	2	3	-8	6
46	-2	-4	-9	-3	-1
47	-1	1	0	-3	-16
48	13	1	-4	-2	-6

# (cont.)
item	molecule	ARFGAP1 inh	PLCg1 inh	KLK7 zymogen act	HGIII-sPLA2 inh	PLCb3 inh
49	O=C(c1cccc(C(F)(F)F)c1)N1CCOc2ccccc21	-15	1	-0.8	-3	-7
50	CCCCCCCCCCCCNC[C@@H]1CSCCS(=O)(=O)N1	10	0	-0.7	-4	1
51	COc1ccc(S(=O)(=O)N2CCN(c3ncccn3)CC2)cc1	7	-2	-0.4	2	-8
52	O=C(CCCN1C(=O)c2cccc3cccc(c23)C1=O)N1CCN(c2ccccn2)CC1	6	0	0.6	1	2

item	UHRF1 MBD2 ctr	DDE Tn7 FP inh	Tn6 DDE FP	Rev-erbA mod	ASAP1 inh
49	1	-4	7	-2	-7
50	0	-1	-3	1	17
51	0	4	-3	1	-10
52	-4	-4	3	2	-14

# In another format: entries from further up
item	smiles	ARFGAP1 inh	PLCg1 inh	KLK7 zymogen act	HGIII-sPLA2 inh	PLCb3 inh	UHRF1 MBD2 ctr	DDE Tn7 FP inh	Tn6 DDE FP	Rev-erbA mod	ASAP1 inh
52	O=C(CCCN1C(=O)c2cccc3cccc(c23)C1=O)N1CCN(c2ccccn2)CC1	6	0	0.6	1	2	-4	-4	3	2	-14
51	COc1ccc(S(=O)(=O)N2CCN(c3ncccn3)CC2)cc1	7	-2	-0.4	2	-8	0	4	-3	1	-10
49	O=C(c1cccc(C(F)(F)F)c1)N1CCOc2ccccc21	-15	1	-0.8	-3	-7	1	-4	7	-2	-7

# Sorted by the number under PLCb3 inh (descending): some entries from above
item	molecule	ARFGAP1 inh	PLCg1 inh	KLK7 zymogen act	HGIII-sPLA2 inh	PLCb3 inh
43	CSc1nc(Oc2ccc(F)cc2F)cc(C(F)(F)F)n1	-12	5	0.2	1	8
3	CC(=O)Nc1ccc(S(=O)(=O)Nc2ccn(Cc3ccccc3Cl)n2)cc1	1	0	0.2	-11	2
45	COc1ccccc1-c1c(NC(=O)c2ccco2)n(C)c2ccccc2c1=O	7	3	-0.5	1	-6
10	COC(=O)c1ccc(CNC(=O)COC(=O)C2CCC(C(C)(C)C)CC2)cc1 (stereo not given)	-5	2	0.7	-3	-51

item	UHRF1 MBD2 ctr	DDE Tn7 FP inh	Tn6 DDE FP	Rev-erbA mod	ASAP1 inh
43	4	0	1	-4	-15
3	4	-6	0	15*	2
45	1	2	3	-8	6
10	-2	-1	1	5	-14

# Rows are unselected; about 4.5% have a hit in one of these screens.
